WRN helicase inh = inhibitors of human WRN helicase. 0.46% of 360,000 active. Potency, µM (top dose mostly 114 µM), for inactives: top-dose activity change, negative = inhibition, most hits filed as inhibitors. AID 651768. WRN helicase unwinding, fluorescent forked duplex, kinetic. Q14191; further: potency means the concentration at half of the fitted maximal effect; on the % scale 0 is the no-effect control and ±100 the full control effect; nearly all actives have a fitted effect of over 55% in size
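Enzyme (20 nM final) and test compound sit together 15 min at room temperature before substrate addition. Substrate is a single-forked duplex oligonucleotide (100 nM) labelled with fluorophore and quencher, with 2 mM ATP; helicase unwinding raises red fluorescence, read kinetically.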
HEK293 tox = cytotoxic in the GLP-1 receptor inverse agonist counter-screen; 0.13% of 410,000 active; AID 624418; Potency, µM (top dose mostly 38.3 µM), without a hit: top-dose activity change, negative = inhibition, most hits filed as inhibitors; HEK293 cAMP-luciferase reporter cells, luminescence, 24 h;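 further: loss of luciferase light is scored as toxicity; potency means the concentration at half of the fitted maximal effect; on the % scale 0 is the no-effect control and ±100 the full control effect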
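To flag toxic compounds, the library was rerun on cells for 24 hr at 37 deg C and 5% CO2. Viability-linked luminescence was captured 12 min after adding luciferase detection reagent.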
IL2 activator = IL-2 activation; activation, % (series mostly up to about 46 µM); IL-2 activation reporter assay, cell-based qHTS; stimulated with anti-CD3/CD4/CD28 beads; in transgenic mouse T cells; AID 652025; 0.065% of 360,000 active; in the data active means activation above about 50%; inconclusive means mostly about 30% to 49%; further: 0% is about no effect
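Using fluorescent plate cytometry, EGFP and DsRed are detected in transgenic mouse T cells stimulated 18 h at 37 degrees C with antibody-coated beads after 60 min compound pretreatment.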
PLK1 PBD block = inhibitors of human PLK1 polo-box domain binding; Plk1 PBD binding of FITC phosphopeptide, fluorescence polarization; Potency, µM, for the others: max response, negative = inhibition, actives largely listed as inhibitors; 2.8% of 360,000 active; AID 720504; further: potency means the concentration at half of the fitted maximal effect; series mostly up to about 57 µM; on the % scale 0 is the no-effect control and ±100 the full control effect; nearly all actives have a fitted effect of over 65% in size
GLP-1R agonist = GLP-1 receptor (human) agonism. HEK293 GLP-1R CRE-luciferase, luminescence, 4-6 h; cells express a hypersensitive GLP-1R form. Potency, µM (doses to about 45.6 µM), for the others: at the highest dose activation, actives largely listed as activators. 0.007% of 380,000 active; further: potency means the concentration at half of the fitted maximal effect; % of control where 0% means no effect
Target sequence (P43220 whole entry, looked up): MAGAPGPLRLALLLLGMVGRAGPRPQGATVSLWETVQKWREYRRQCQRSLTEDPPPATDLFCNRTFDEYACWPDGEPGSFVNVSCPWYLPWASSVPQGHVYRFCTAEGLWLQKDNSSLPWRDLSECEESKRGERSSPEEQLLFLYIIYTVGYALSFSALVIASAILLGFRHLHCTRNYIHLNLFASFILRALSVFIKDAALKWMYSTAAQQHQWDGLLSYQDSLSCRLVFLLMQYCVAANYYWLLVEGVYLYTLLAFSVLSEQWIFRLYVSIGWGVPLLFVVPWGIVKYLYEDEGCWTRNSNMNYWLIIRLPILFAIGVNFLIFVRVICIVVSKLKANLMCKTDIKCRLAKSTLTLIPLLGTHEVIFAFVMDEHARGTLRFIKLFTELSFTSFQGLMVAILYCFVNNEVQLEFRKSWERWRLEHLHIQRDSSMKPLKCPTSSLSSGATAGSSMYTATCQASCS
D3 ag = D3 dopamine receptor (human) agonism; P35462; max activation, %; D3R DiscoveRx beta-arrestin cells, luminescence, 90 min; 0.58% of 410,000 active; in the data active means max activation above about 30%; further: 0% is about no effect; mostly tested at two doses, the higher about 12 µM
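Agonist mode: compounds and dopamine controls were applied to plated cells for 90 min at 37 degrees C after an overnight attachment at 1500 cells/well. Luminescent read-out followed 30 - 60 minutes at room temperature with DiscoveRx detection reagent.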
PI5P4K alpha inh = inhibitors of human PI5P4K alpha; max response, %; P48426; PI5P4Kalpha enzyme, ADP-Glo luminescence, 60 min; stronger effect = lower value; AID 652105; 1.2% of 330,000 active; active means max response of -50% or lower; inconclusive means between -30% and -50%; inactive means -30% or higher; further: value at the top dose of about 77 µM; on the % scale 0 is the no-effect control and ±100 the full control effect
Target sequence (P48426 whole entry, looked up): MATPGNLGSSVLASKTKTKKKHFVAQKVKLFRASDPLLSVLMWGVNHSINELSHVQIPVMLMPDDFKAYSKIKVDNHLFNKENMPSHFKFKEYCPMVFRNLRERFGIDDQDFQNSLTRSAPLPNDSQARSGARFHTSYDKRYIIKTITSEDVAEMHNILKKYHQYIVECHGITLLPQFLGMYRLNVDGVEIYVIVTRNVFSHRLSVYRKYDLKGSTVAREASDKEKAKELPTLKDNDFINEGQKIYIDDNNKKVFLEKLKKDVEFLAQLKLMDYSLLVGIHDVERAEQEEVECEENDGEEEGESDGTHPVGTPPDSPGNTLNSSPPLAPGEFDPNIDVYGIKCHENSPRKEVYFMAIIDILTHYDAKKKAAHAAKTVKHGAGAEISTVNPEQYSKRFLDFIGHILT
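Enzyme plus substrate dispensed, test compounds pinned in, then ATP (5 microM final) added. After 60 min at RT, ADP-Glo reagent 1 for 45 min and reagent 2 for 30 min preceded luminescence imaging.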
D3 antag = blocks the human D3 dopamine receptor. D3R cells, DiscoveRx beta-arrestin luminescence, antagonist mode; stronger effect = lower value. 2.5% of 360,000 active. max response, negative = inhibition, %. P35462; in the data active means max response below about -50%; inconclusive means no clear call, values can overlap the other calls; further: on the % scale 0 is the no-effect control and ±100 the full control effect; mostly tested at two doses, the higher about 12 µM
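Cells plated overnight at 1500 cells/well, then exposed to library compounds with dopamine controls for 90 minutes at 37 degrees C. DiscoveRx reagent added for 30–60 minutes at room temperature; luminescence read, quantitative HTS format.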
GLP-1R inv ag = GLP-1 receptor (human) inverse agonism; HEK293 GLP-1R CRE-luciferase, luminescence, 24 h; GLP-1R form is constitutively active; Potency, µM (top dose mostly 38.3 µM), for inactives: top-dose activity change, negative = inhibition, usual class: inhibitors; 1.6% of 410,000 active; AID 624417; further: potency means the concentration at half of the fitted maximal effect; on the % scale 0 is the no-effect control and ±100 the full control effect; nearly all actives have a fitted effect of over 55% in size
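Inverse agonism was detected as reduced cAMP-driven luciferase luminescence after 24 h compound treatment. The cells were HEK293 clones expressing constitutively active human GLP-1R with the reporter. Reporter-only and GPR119 cell lines served as counterscreen controls.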
Numbers without * were called inactive; ? = inconclusive; · = no result given; & = joins results of further samples; [ ] = remark or other dose. Unless noted, the call rests on the fitted dose curve; in most records, active means well fitted curve in the direction sought with a large enough effect; inconclusive means small, poorly fitted or top-dose-only effect, or another doubt; inactive means no such curve, though single readings can be large; an effect the other way counts as inactive or inconclusive.

compound	WRN helicase inh	HEK293 tox	IL2 activator	PLK1 PBD block	GLP-1R agonist	D3 ag	PI5P4K alpha inh	D3 antag	GLP-1R inv ag
CC(C)c1ccc(NC(=O)CSc2nc(=O)[nH]c3c2CCCC3)cc1	-5.1%	-1.6%	-0.2	-3.5%	3.3%	14.2	-6.5	1.1	-3.6%
CN(Cc1ccccc1)c1nc2c(c(=O)n(C)c(=O)n2C)n1CCCc1ccccc1	-4.3%	-2.4%	-0.7	-14.9%	1.1%	0.2	-6.8	7.0	-13.1%
CCOC(=O)CC/C(C)=N\N=C1\SC(CC(=O)O)C(=O)N1c1ccccc1 (centres undefined)	6.3%	-22.7%	-0.9	4.8%	-2.3%	5.0	-0.2	11.2	-0.2%
CS(=O)(=O)N1CCc2cc(C(=O)N3CCN(c4ccccc4F)CC3)ccc21	-0.9%	-1.0%&3.3%	-1.9	-17.5%	-4.5%	-1.5&-12.7	1.2	-22.1	-28.4%&16.0%
C=C(C)CN1C(=O)C(O)(CC(=O)c2ccc3c(c2)OCCO3)c2ccccc21 (centres undefined)	3.1%	-16.0%	0.9	-6.7%	9.6%	-11.2	2.5	-17.0	-11.1%
Cc1c(NC(=O)CN2C(=O)NC3(CCCCC3)C2=O)c(=O)n(-c2ccccc2)n1C	-22.4%	3.0%	-2.9	-2.2%	-0.3%	-3.0	-4.2	1.6	1.3%
O=C(O)C1C2CCC(O2)C1C(=O)Nc1ccc(F)c(Cl)c1 (centres undefined)	5.3%	-21.0%	0.4	7.2%	-0.1%	10.9	0.2	11.5	-15.9%
O=C(COC(=O)c1ccc(F)c(S(=O)(=O)N2CCOCC2)c1)NC1CC1	7.1%	-28.9%	3.0	-0.8%	-0.1%	-10.4	-8.1	0.4	5.3%
O=C1CCN(CCc2ccccc2)CCN1CCO	-6.2%	1.7%	0.2	-0.5%	-0.3%	9.0	6.2	15.2	-2.4%
O=C(Nc1cccc(F)c1)c1ccc(Cn2cc([N+](=O)[O-])cn2)o1	0.5%	22.2%	0.6	-13.9%	6.0%	-8.6	-7.9	-13.2	?
O=C(Nc1cccc(F)c1)c1ccc2c(c1)N(Cc1ccccc1)C(=O)c1ccccc1S2(=O)=O	·	12.0%	·	·	1.0%	-4.7	·	·	-11.6%
CCCCC(C(=O)NC1CCCC1)N(C(=O)c1snc(C(N)=O)c1N)c1ccc(F)cc1 (centres undefined)	-2.2%	0.0%	-0.3	-28.9%	5.9%	2.7	18.0	0.7	-12.6%
O=C(NCC1CCCO1)c1ccccc1-c1nc(-c2ccccc2)no1 (centres undefined)	-9.9%	-5.1%	0.2	-1.7%	7.0%	-0.7	9.4	0.0	-14.3%
O=C1NC(=Nc2ccccc2Cl)S/C1=C\c1cccc([N+](=O)[O-])c1O	-21.5%[11.6 µM]	-35.1%	-1.0	26.7µM*	-4.6%	-3.9	-84.7*	-6.5	?
CNC(=O)C1C2C=CC3(O2)C1C(=O)N(C1CC1)C3C(=O)NCc1ccc(OC)cc1 (centres undefined)	6.8%	6.3%	-1.0	-0.5%	-4.2%	11.5	0.1	8.0	0.8%
Cc1ccc(C)c(Sc2ccc(NC(=O)CCl)cc2)c1	-18.4%	?	-0.6	-5.1%	10.3%	-6.3	21.6	5.1	?
COCC(=O)N(C)C[C@@H]1Oc2cc(-c3ccc(F)cc3)ccc2S(=O)(=O)N([C@H](C)CO)C[C@H]1C	-12.3%	9.9%	-2.4	-10.0%	9.2%	1.9	8.2	18.0	5.6%
CC1CCCCN1S(=O)(=O)c1ccc(C(=O)Nc2nnc(-c3cccs3)o2)cc1 (centres undefined)	-15.5%	-17.6%	-0.1	?	-7.7%	7.6	0.4	-63.3*	?
Cc1ccc(CNC(=O)c2cc(-c3cc(C)cc(C)c3O)n[nH]2)cc1	-13.5%	-15.7%	-4.2	-0.3%	-3.5%	-6.5	7.1	-17.9	-14.5%
COc1ccc(S(=O)(=O)N(C)C[C@H]2Oc3c(NC(=O)C4CC4)cccc3C(=O)N([C@H](C)CO)C[C@@H]2C)cc1	0.8%	6.1%	-2.7	-14.8%	-7.5%	-5.8	-0.8	-8.5	18.5%
Cc1nc2ccccn2c1/C(O)=C1\C(=O)C(=O)N(CCN(C)C)C1c1ccco1 (centres undefined)	-4.8%	-6.8%	-3.2	-4.4%	1.8%	9.7	6.9	5.6	16.6%
N#Cc1c(NC(=O)C2CC(Cl)=CCC2C(=O)O)sc2c1CCCCC2 (centres undefined)	-15.2%	4.4%	-0.8	?	-2.0%	4.6	1.1	1.4	?
COc1cccc(CN2C(=O)C3(SCC(=O)N3c3cc(C)cc(C)c3)c3ccccc32)c1 (centres undefined)	·	1.5%	·	·	9.2%	-12.7	·	·	?
CCN(CC)C(=O)CSc1nc(O)cc(=O)n1C	3.0%	-1.6%	-2.1	-13.1%	-5.5%	7.0	·	-4.7	0.0%
O=C(OCC(=O)N1CCCCC1)c1cc(=O)[nH]c2ccccc12	1.2%	2.1%	-0.1	5.1%	-7.0%	-4.5	9.2	9.4	15.4%

Compound profiles (already shown):
`O=C(COC(=O)c1ccc(F)c(S(=O)(=O)N2CCOCC2)c1)NC1CC1` as listed: WRN helicase inh: 7.1%; HEK293 tox: -28.9%; IL2 activator: 3.0; PLK1 PBD block: -0.8%; GLP-1R agonist: -0.1%; D3 ag: -10.4; PI5P4K alpha inh: -8.1; D3 antag: 0.4; GLP-1R inv ag: 5.3%
`O=C1CCN(CCc2ccccc2)CCN1CCO` as listed: WRN helicase inh: -6.2%; HEK293 tox: 1.7%; IL2 activator: 0.2; PLK1 PBD block: -0.5%; GLP-1R agonist: -0.3%; D3 ag: 9.0; PI5P4K alpha inh: 6.2; D3 antag: 15.2; GLP-1R inv ag: -2.4%

Next records:
compound	WRN helicase inh	HEK293 tox	IL2 activator	PLK1 PBD block	GLP-1R agonist	D3 ag	PI5P4K alpha inh	D3 antag	GLP-1R inv ag
CN(C)c1nc(N2CCN(c3ccccc3)CC2)c(C#N)c(=O)o1	2.5%	3.1%	-0.6	-8.5%	-0.1%	-2.1	-0.1	-26.9	-2.2%
CC(C)OC(=O)c1nnc(-c2ccccc2)nc1OC(C)C	-14.9%[57.1 µM]	-5.4%	-2.4	-3.8%	-2.5%	3.4	8.7	36.5	?
Cc1c(NC(=O)c2ccc(Cl)c(S(=O)(=O)N3CCCCC3)c2)c(=O)n(-c2ccccc2)n1C	-30.6%	-2.8%	-2.8	3.4%	-1.4%	-12.7	-5.0	6.3	-8.1%
O=C(Nc1ccc(Cl)cc1)C(c1ccccc1)N(CCO)CCO (centres undefined)	10.1%	-8.1%	-2.9	-5.2%	3.9%	1.8	·	24.3	-1.6%
Cn1c(SCC(=O)Nc2ccccc2)nc2ccccc2c1=O	-15.4%	0.4%	-3.2	2.2%	-10.8%	9.1	2.1	27.8	-3.6%
CC1(C(=O)NS(=O)(=O)c2ccc(F)cc2F)CCN1C(=O)Cc1ccccc1Cl (centres undefined)	4.0%[57.1 µM]	-6.4%	0.0	-14.4%	-7.8%	0.5	-2.3	?	-1.4%
O=C(CSc1nnnn1-c1ccccc1Cl)Nc1ccc2c(c1)OCCO2	-10.2%	-14.6%	-3.0	-23.5%	-2.2%	-10.1	-10.6	-21.6	?
COc1cccc(NC(=O)CCc2ccccc2)c1	0.2%	12.3%	-1.7	-14.1%	14.8%	0.9	4.8	-8.5	6.1%
CC(C)C(NC(=O)c1c(F)cccc1F)C(=O)NCCc1ccc(S(N)(=O)=O)cc1 (centres undefined)	-0.7%	-2.8%	-0.6	-1.1%	-0.6%	3.6	5.0	-3.2	0.3%
COc1cc(/C=N/NC(=S)NC2CC3C=CC2C3)cc(OC)c1OC (centres undefined)	-6.1%	?	-1.6	4.4%	18.9%	10.2	-5.2	2.8	?
Cc1ccc(-n2nnnc2SCC(=O)Nc2ccccc2-c2ccccc2)cc1C	-20.0%	6.6%	-3.1	0.0%	-0.2%	-2.5	12.7	4.5	?
O=C(NCCC(=O)N1CCN(c2ncccn2)CC1)c1ccccc1Cl	14.0%	-13.6%	-0.5	-2.5%	-0.6%	7.8	-4.0	18.4	-1.6%
CCC(c1nnc(SCC(=O)N2CC3(C)CC2CC(C)(C)C3)o1)N(C)C (centres undefined)	4.5%	-1.5%	0.3	-24.2%	1.3%	0.5	-1.0	6.3	-27.4%
COc1ccccc1N1CSC2=C(C#N)C(c3ccc(SC)cc3)CC(=O)N2C1 (centres undefined)	-23.7%	-0.2%	-1.9	18.9µM*	-6.7%	-8.5	-83.3*	3.2	5.4%
CC[C@@H]1C=C(C(=O)O)[C@H](c2ccc(Br)cc2)N1S(=O)(=O)c1ccc(C)cc1	-0.3%	1.2%	-0.6	-10.4%	-3.5%	-4.9	-6.0	7.4	-0.9%
CC(NC(=O)C1CCN(S(=O)(=O)N2CCC3(CC2)OCCO3)CC1)c1ccccc1 (centres undefined)	-6.6%	5.6%	1.8	-10.1%	3.8%	-4.5	5.0	-13.9	-3.9%
Fc1ccc(CNCC2CCCO2)cc1 (centres undefined)	6.7%	-9.2%	1.1	?	-1.6%	-11.5	-1.0	-19.1	-16.9%
Cc1c(NC(=O)CSCc2ccccc2)cccc1C(=O)O	9.7%	3.2%	3.0	-7.0%	2.2%	0.8	-8.1	-3.5	7.9%
NC(=O)Nc1ccc2c(c1)OCCO2	-0.9%	77.6%[activator]	-2.3	-5.0%	-3.0%	-3.8	0.2	-6.8	9.8%
Cc1cc(C)n2nc(C(=O)NC(c3ccccc3)c3ccccc3)nc2n1	1.5%	3.3%[7.66 µM]	-0.2	8.1%	2.4%	-3.0	-2.7	8.9	28.4%[7.66 µM]
C=CCOc1ccc(/C=C/C(=O)OCC(=O)NCc2cccs2)cc1	3.5%	-4.1%	-3.7	2.6%	7.0%	4.5	-7.6	3.6	-4.3%
OC1(c2ccc(Br)cc2)CCNCC1	12.2%	-16.4%	-1.4	-10.5%	4.2%	-24.8	·	-26.6	?
CCCS(=O)(=O)NCc1ccc2c(c1)cc(C)n2C	-12.0%[57.1 µM]	13.1%	-3.5	-10.2%	6.7%	-10.6	·	-13.0	-0.1%

Source: PubChem BioAssay
